High-throughput results: PubChem, The Scripps Research Institute Molecular Screening Center
V1aR counter = V1a receptor agonism, counter-screen for OXTR agonists; P37288; CHO-V1R cells, Fluo-8 calcium fluorescence, agonist mode; 0% DMSO, 100% 3 nM vasopressin; activation, % at 3 µM; 0.25% of 320,000 active;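 active = activation above the mean activation of all tested compounds plus 3 SD, per screening run, cut at about 20% in these data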;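 also: signal is peak over basal fluorescence ratio across a 100 second FLIPR read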
Target sequence (P37288 whole entry, looked up): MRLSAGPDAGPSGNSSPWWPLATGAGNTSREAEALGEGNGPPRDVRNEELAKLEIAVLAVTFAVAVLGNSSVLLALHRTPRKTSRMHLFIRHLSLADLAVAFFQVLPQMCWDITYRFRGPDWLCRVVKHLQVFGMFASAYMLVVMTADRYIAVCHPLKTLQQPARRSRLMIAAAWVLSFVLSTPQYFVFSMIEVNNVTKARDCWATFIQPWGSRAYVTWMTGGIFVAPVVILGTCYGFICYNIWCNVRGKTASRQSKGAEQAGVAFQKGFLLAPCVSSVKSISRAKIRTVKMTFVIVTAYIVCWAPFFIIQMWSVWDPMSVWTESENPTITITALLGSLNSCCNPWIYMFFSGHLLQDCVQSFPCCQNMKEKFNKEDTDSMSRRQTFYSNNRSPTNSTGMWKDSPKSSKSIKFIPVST
OXTR agonist = agonists of human oxytocin receptor. P30559. CHO-OTR cells, Fluo-8 calcium fluorescence; normalized: DMSO 0%, oxytocin 100%. activation, % at 3 µM. 0.32% of 320,000 active;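 active = activation above the mean of all tested compounds plus 3 SD, cutoff set per screening run, cut at about 20% in these data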;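 also: peak over basal fluorescence ratio from a 100 s FLIPR kinetic read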
CHO parental Ca = counter-screen for OX1R antagonists: effect in parental CHO cells; AID 463079; 0.63% of 330,000 active; parental CHO-K1, ATP-induced calcium, Fluo-8 fluorescence; inhibition, % at 5.6 µM;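 active = inhibition above that plate's mean sample inhibition plus 3 SD, cut at about 26% in these data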;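 also: 0% = ATP-challenged DMSO wells and 100% = DMSO wells without ATP; some compounds past the cut are filed as inactive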
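Material: Parental CHO cells | Reagent: ATP | Compound dosing: Single nominal dose of 5.6 µM per compound | Detection: Intracellular calcium via Fluo-8 no-wash fluorescent dye | Read-out: % inhibition of ATP-induced calcium mobilization | Benchmarks: Low control ATP plus DMSO, high control DMSO only | Replicates: Singlicate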
CHO-K1 Ca antag = counter-screen for M1 antagonists: effect in parental CHO-K1 cells; ATP-induced calcium, Fluo-8 fluorescence; 0.6% of 360,000 active; inhibition, % at 3 µM;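 active = inhibition above a per-plate cutoff, the plate's mean sample inhibition plus 3 SD, cut at about 24% in these data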;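 also: 0% = DMSO plus EC80 ATP and 100% = DMSO alone without ATP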
M1 ag parental = nonselective activator or artifact in parental CHO-K1 cells; activation, % at 3 µM; Fluo-8 calcium fluorescence; scaled to maximal ATP response, vehicle zero; AID 602248; 0.48% of 360,000 active; in the data active = activation above about 15%;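 also: untransfected CHO-K1 host cells lacking M1 receptor as counterscreen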
CHO-K1 Ca PAM = M1 PAM counterscreen hit in parental CHO-K1 cells | 0.02% of 360,000 active | ATP EC20, Fluo-8 calcium fluorescence; 0% at ATP EC20, 100% at ATP max | activation, % at 3 µM;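 active = activation above the run cutoff, the mean activation of all test compounds plus 3 SD, cut at about 40% in these data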;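 also: peak over basal fluorescence ratio in a 140 s read after ATP addition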
OXTR potentiate = human OXTR potentiation | activation, % at 3 µM | CHO-OTR cells, Fluo-8 calcium fluorescence, potentiator mode; 0% = oxytocin EC15, 100% = EC100 | AID 2445 | P30559 | 0.061% of 320,000 active;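 active = activation above that plate's cutoff, the mean activation of tested compounds plus 3 SD, cut at about 6.6% in these data, passing the limit was not always enough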;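 also: 100% uses oxytocin at 75 nM as the full agonist control; some results filed as inactive read as strong as hits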
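Assay system: CHO-OTR cells, human receptor / Also added: oxytocin at about EC15, sub-maximal agonist stimulus / Dosing: single dose, 3.0 µM nominal final compound concentration / Incubation: 6 min pre-incubation, 100 s read / Technique: Fluo-8 calcium dye fluorescence / Read-out: % activation vs EC15 and EC100 oxytocin / Benchmarks: EC15 oxytocin low, 75 nM oxytocin high / Replicates: singlicate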
TAAR1 antagonist = antagonists of human TAAR1; 1.5% of 360,000 active; CHO RD-HGA16 TAAR1, Fluo-8 calcium fluorescence, antagonist; Q96RJ0; inhibition, % at 3 µM;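 active = inhibition above a per-plate cutoff, the mean inhibition of test compounds on that plate plus 3 SD, cut at about 49% in these data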;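 also: 0% = DMSO plus EC80 beta-PEA response and 100% = DMSO alone without agonist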
Target sequence (Q96RJ0 whole entry, looked up): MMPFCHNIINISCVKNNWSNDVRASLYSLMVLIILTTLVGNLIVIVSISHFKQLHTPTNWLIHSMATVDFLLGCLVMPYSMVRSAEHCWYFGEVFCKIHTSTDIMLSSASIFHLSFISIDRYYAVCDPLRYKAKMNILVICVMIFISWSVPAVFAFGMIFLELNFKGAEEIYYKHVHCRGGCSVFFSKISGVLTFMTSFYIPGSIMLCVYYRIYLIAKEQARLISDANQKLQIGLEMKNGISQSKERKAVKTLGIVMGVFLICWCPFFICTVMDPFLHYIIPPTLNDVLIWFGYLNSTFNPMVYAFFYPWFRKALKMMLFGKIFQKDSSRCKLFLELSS
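test system = CHO RD-HGA16 cells bearing hTAAR1 | replication = singlicate | controls = DMSO-only wells and EC80 β-PEA-stimulated wells | reagent = EC80 β-phenethylamine stimulus | read-out basis = percent inhibition of PEA-evoked calcium signal, max/basal emission ratio | schedule = seeding 17-24 h prior, 75-min 37 °C, 30-min RT dye loading | signal = kinetic Fluo-8 calcium fluorescence measurement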
GPR7 antag = blocks human GPR7 receptor signaling | P48145 | GPR7-expressing cells, fluorescence antagonist assay | inhibition, % at 4.4 µM | 1.1% of 290,000 active; in the data active = inhibition above about 16%, passing the limit was not always enough;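 also: cells stimulated with the agonist NPW; 0% = agonist with vehicle and 100% = vehicle without agonist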
Target sequence (P48145 whole entry, looked up): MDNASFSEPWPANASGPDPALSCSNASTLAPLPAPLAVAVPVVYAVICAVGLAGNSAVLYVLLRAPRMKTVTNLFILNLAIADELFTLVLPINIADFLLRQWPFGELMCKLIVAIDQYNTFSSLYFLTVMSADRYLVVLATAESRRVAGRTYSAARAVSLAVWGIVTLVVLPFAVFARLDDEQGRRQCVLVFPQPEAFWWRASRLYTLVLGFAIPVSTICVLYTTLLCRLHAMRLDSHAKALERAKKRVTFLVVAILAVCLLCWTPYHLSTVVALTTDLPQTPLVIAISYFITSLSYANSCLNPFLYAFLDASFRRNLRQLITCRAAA
Active calls of the source: *; . = no result given.

SMILES | V1aR counter | OXTR agonist | CHO parental Ca | CHO-K1 Ca antag | M1 ag parental | CHO-K1 Ca PAM | OXTR potentiate | TAAR1 antagonist | GPR7 antag
COc1ccc(C2=NS(=O)(=O)N(C)C(C(=O)NC(C)c3ccccc3)=C2)cc1 (stereo not drawn) | 1.1 | -1.3 | -4.9 | -10.6 | 2.8 | 21.9 | -5.7 | 5.1 | 0.4
Cc1ccc2c(C)nc(Nc3nc(CSc4nnnn4-c4ccccc4)cc(=O)[nH]3)nc2c1 | -0.6 | -0.7 | -14.8 | -12.1 | 0.6 | 15.6 | 2.2 | 0.9 | -1.9
COc1ccc(Nc2nnc(SCC3CCCO3)s2)cc1 (stereo not drawn) | -0.7 | -0.5 | 9.4 | -17.9 | 1.8 | 11.7 | -5.7 | -24.5 | -3.7
CCOc1cc(CNc2ccc(Br)cc2)cc(Br)c1OCC(=O)NC(C)(C)C | -0.3 | -0.8 | -19.4 | 5.0 | 0.2 | -10.0 | -5.6 | 19.0 | -6.7
Cc1ccc(C2CCN(C(=S)NC(C)(C)C)C2)cc1 (stereo not drawn) | 2.2 | -0.9 | -1.3 | -10.4 | 0.5 | 13.8 | -0.3 | -9.3 | -17.9
OCCC1CN(CC(c2ccccc2)c2ccccc2)CCN1C1CCCC1 (stereo not drawn) | 1.2 | -0.4 | -17.9 | 7.9 | 0.2 | 3.5 | -4.2 | -2.6 | 18.1
COc1ccc(C(CNC(=O)C(C)Oc2ccc(Br)cc2)N2CCCC2)cc1 (stereo not drawn) | 1.9 | 2.0 | -23.0 | -0.8 | 1.9 | 1.0 | -0.5 | -12.0 | .
Cc1ccc(C(=O)c2sc3nc4c(cc3c2N)CCC4)cc1 | 1.6 | -0.3 | -15.7 | 1.9 | 0.1 | 5.0 | -4.5 | -15.4 | -5.7
Cc1cc(=O)[nH]c(N/N=C2/CCCC/C2=C\c2ccccc2)n1 | -0.6 | -2.1 | -10.7 | -0.6 | -0.2 | 14.9 | 4.5 | -21.0 | -15.4
O=C(Nc1ccc(-c2nc3ncccc3o2)cc1)c1ccc([N+](=O)[O-])o1 | 0.7 | 1.6 | -5.9 | -1.1 | 0.1 | 10.8 | 6.1 | -1.4 | -12.7
O=C1CSCC(=O)N1c1ccccc1 | 0.6 | 0.6 | -12.5 | -14.1 | 0.0 | 14.8 | -15.0 | -3.1 | 3.1
Nc1cc(=O)[nH]c(SCC(=O)Nc2cccc(S(=O)(=O)N3CCCCC3)c2)n1 | -0.4 | 0.8 | -6.4 | -2.1 | 0.3 | -6.2 | -3.6 | -18.4 | .
CCOc1ccc(CNC(=O)c2nnc(CS(=O)(=O)c3ccccc3)o2)cc1OC | 1.4 | 0.6 | 15.2 | 6.2 | 0.2 | 14.3 | -3.6 | -27.2 | 6.4
COC(=O)c1c(NC(=O)c2ccc(C)cc2)sc(Cc2ccccc2)c1C | -0.2 | 0.2 | -16.3 | 8.7 | 0.3 | -5.4 | -1.2 | -19.6 | -5.0
CCOC(=O)c1sc(NC(=O)C2CC(=O)N(c3ccc(OC)cc3)C2)nc1C (stereo not drawn) | 2.6 | 4.2 | -7.8 | -7.9 | 1.6 | 12.1 | 0.0 | 6.0 | -10.2
CCOC(=O)c1c(C)[nH]c(C)c1C(=O)COC(=O)[C@@H]1CCCN1S(=O)(=O)c1ccc(Cl)cc1 | 0.6 | -1.0 | -15.0 | -19.8 | 4.5 | 6.4 | -4.9 | 15.9 | -0.5
O=C(CCN1CCC(c2ccc(Cl)s2)=N1)c1ccc(Cl)s1 | 2.0 | 1.2 | 0.1 | -13.6 | 0.6 | 4.7 | 1.4 | -36.2 | -15.5
COc1ccccc1N1CCN(C(=O)c2c(-c3c(Cl)cccc3Cl)noc2C)CC1 | 3.6 | 2.8 | -29.1 | -1.7 | 2.6 | 6.9 | -14.1 | 14.1 | 1.1
Cc1occc1C(=O)Nc1cccc(C(=O)O)c1 | 0.1 | 1.1 | -3.3 | -12.5 | -0.2 | 4.3 | 2.7 | 15.5 | 26.4*
CN(C)c1ccc(CN(C)C2CCCCC2)cc1 | -0.6 | -0.7 | -7.7 | -14.8 | 1.0 | 14.6 | -7.2 | 10.2 | -9.7
CCN(CC1CCCN(CCc2cccc(OC)c2)C1)C(=O)c1ccc(COC)o1 (stereo not drawn) | 0.2 | -0.5 | -15.4 | -1.3 | 0.7 | -0.2 | 1.1 | 12.9 | -10.8
CC1Oc2ccccc2N(CC(=O)NCc2cccs2)C1=O (stereo not drawn) | 1.3 | 0.1 | -16.6 | -9.2 | 0.2 | 20.4 | -5.9 | -1.0 | 3.7
O=C(Nc1ccc2c(c1)OCO2)C1CCN(C(=O)c2ccc([N+](=O)[O-])cc2)CC1 | 0.8 | -0.5 | -4.1 | 3.1 | 3.7 | -5.3 | -13.1 | 2.2 | -7.9
CCN(c1ccccc1)S(=O)(=O)c1ccc(OC)c(OC)c1 | -0.5 | -0.9 | -0.3 | 5.1 | 0.7 | -9.6 | -2.1 | . | 12.4
CCOC(=O)c1ccc(NC(=S)N(Cc2cccnc2)Cc2ccco2)cc1 | 1.5 | 0.3 | 3.1 | -18.1 | 2.5 | 13.8 | -21.0 | -19.5 | -1.7
Next records.
SMILES | V1aR counter | OXTR agonist | CHO parental Ca | CHO-K1 Ca antag | M1 ag parental | CHO-K1 Ca PAM | OXTR potentiate | TAAR1 antagonist | GPR7 antag
Cc1cc(C)c(NC2=CC(=O)CC(C)(C)C2)c(C#N)c1 | -0.3 | -0.2 | -1.0 | -16.5 | 0.6 | 18.7 | 3.5 | 22.9 | -9.5
O=C(Cn1c(-c2ccccn2)nc2ccccc21)N/N=C/c1cccnc1 | -1.5 | -0.5 | -20.6 | -2.7 | 4.0 | -0.5 | -7.1 | 38.1 | -11.3
O=C(c1cc(-c2ccncc2)nc2ccc(Cl)cc12)N1CCN(Cc2ccc3c(c2)OCO3)CC1 | 2.3 | 1.2 | -15.1 | -7.5 | 6.5 | 9.5 | -1.2 | 58.5* | -2.4
COc1ccc(C(=O)Nc2cc3c4c(c2)CC(=O)N4CCC3)c(OC)c1 | -0.8 | -1.4 | -47.6 | -4.6 | 0.0 | 4.6 | -15.4 | . | .
O=C(c1ccc2c(=O)n3c(nc2c1)CCCCC3)N1CCN(Cc2ccccc2)CC1 | 0.8 | -0.1 | -21.3 | -13.9 | 1.1 | 19.8 | 2.2 | 11.9 | -10.6
CCCS(=O)(=O)NC(=O)C1(C)CCN(C(=O)c2c(F)ccc(C)c2F)C1 (stereo not drawn) | . | . | . | -11.9 | 0.4 | 22.6 | . | -12.8 | .
O=C(c1ccc(Cl)cc1)N1CCC2CC1c1cc(-c3ccccc3)ccc12 (stereo not drawn) | . | . | . | -11.4 | 0.7 | 15.6 | . | -7.8 | .
CCc1nnc(NC(=O)c2c(OC)cccc2OC)s1 | 0.3 | -0.2 | -18.9 | -17.7 | 0.1 | -15.4 | -4.0 | -6.2 | -11.1
Cc1ccccc1CSCC(=O)Nc1ccccc1F | -0.3 | -2.6 | -6.9 | 1.1 | 1.9 | 12.4 | -7.5 | -18.6 | -12.7
CC1CC(C)CN(C(=O)COC(=O)c2ccc([N+](=O)[O-])o2)C1 (stereo not drawn) | 0.0 | 1.0 | 2.9 | 12.4 | 0.0 | -4.9 | -10.5 | 3.0 | .
CCOc1cc(/C=C2\SC(=S)N(C(C(=O)O)c3ccccc3)C2=O)ccc1O (stereo not drawn) | 32.3* | 37.9* | 28.5 | 9.4 | 28.8* | 0.3 | -34.4 | 1.5 | 5.9
CCC(C)NC(=O)C1CCN(S(=O)(=O)N2CCC3(CC2)OCCO3)CC1 (stereo not drawn) | 0.6 | 0.5 | 3.8 | -3.8 | -0.2 | 1.8 | -4.5 | -10.9 | -10.1
O=C(N/N=C/C(Br)=C/c1ccccc1)c1cc(-c2ccco2)[nH]n1 | 0.3 | 0.3 | -11.7 | -12.3 | 1.1 | 8.9 | -6.1 | 30.6 | 0.6
N#C/C(=C\c1ccco1)C(=O)Nc1cccc2ncccc12 | 0.3 | 0.7 | -4.1 | -4.8 | 0.7 | 21.7 | -10.5 | -8.7 | -2.2
NC(=O)c1c(NC(=O)c2cccc(N3C(=O)CCC3=O)c2)sc2c1CCCCC2 | 1.5 | -0.3 | 7.6 | -5.2 | 0.2 | -8.9 | 6.6 | 8.7 | -16.5
Cc1ccc(C(C)NC(=O)c2cc3ccccc3oc2=O)cc1C (stereo not drawn) | 4.2 | 4.9 | -10.6 | -11.1 | 1.9 | 6.3 | -14.9 | -22.6 | -28.7
COc1ccc([N+](=O)[O-])cc1N(CC(=O)NCCSc1ccc(C)cc1)S(C)(=O)=O | 1.5 | 1.2 | -6.8 | -4.1 | 0.3 | 6.8 | -5.2 | 4.5 | -3.2
COC(=O)c1ccc(C2/C(=C(/O)c3ccc(OC(C)C)cc3)C(=O)C(=O)N2c2cc(C)on2)cc1 (stereo not drawn) | 0.0 | -1.0 | -10.6 | -3.8 | 0.1 | 13.1 | -7.6 | -23.7 | -17.6
COC(=O)CCc1nc2c(C#N)c(-c3ccc(Cl)cc3)ccn2n1 | 0.4 | 0.2 | -11.7 | -6.1 | 0.3 | 0.1 | -0.4 | 0.9 | 3.5
Cc1ccc(-c2noc(C3CCN(C(=O)Nc4ccc(C#N)cc4)CC3)n2)o1 | 5.5 | 10.4 | -3.3 | -3.3 | 10.1 | 2.7 | -9.5 | 21.3 | 12.4
O=C(Nc1c(C(=O)C2CC2)oc2ccccc12)c1ccc(Cl)cc1 | 0.9 | -0.3 | -4.0 | -13.0 | 0.6 | 24.6 | -4.9 | -25.2 | 3.5
COc1ccc(N2CCN(C(=O)c3ccc(CS(=O)(=O)c4ccccc4C)o3)CC2)cc1 | 4.5 | 4.7 | 3.2 | -1.8 | 6.9 | 13.5 | -5.2 | 51.6* | 2.5
COc1ccc(-c2cc(CNS(=O)(=O)c3ccccc3)on2)cc1 | 1.3 | 0.9 | -17.2 | 1.2 | 1.3 | -0.2 | -4.4 | -0.7 | -2.5

3 entries from above, set out differently:
Each structure is followed by: V1aR counter, OXTR agonist, CHO parental Ca, CHO-K1 Ca antag, M1 ag parental, CHO-K1 Ca PAM, OXTR potentiate, TAAR1 antagonist, GPR7 antag
CC1CC(C)CN(C(=O)COC(=O)c2ccc([N+](=O)[O-])o2)C1 (stereo not drawn)
  0.0, 1.0, 2.9, 12.4, 0.0, -4.9, -10.5, 3.0, .
CCOc1cc(/C=C2\SC(=S)N(C(C(=O)O)c3ccccc3)C2=O)ccc1O (stereo not drawn)
  32.3*, 37.9*, 28.5, 9.4, 28.8*, 0.3, -34.4, 1.5, 5.9
CCC(C)NC(=O)C1CCN(S(=O)(=O)N2CCC3(CC2)OCCO3)CC1 (stereo not drawn)
  0.6, 0.5, 3.8, -3.8, -0.2, 1.8, -4.5, -10.9, -10.1

Rows were taken by chance; any-hit rate near 3.5%.
